IDE act: boosts human insulin-degrading enzyme activity in HEK cells | 340,000 tested, 0.073% active | activation, % at 5.96 µM | FAbeta-B cleavage, fluorescence polarization; 0% vehicle, 100% cell-free pure enzyme wells | P14735;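 active = activation above the mean of all tested compounds plus 3 SD, set per screening campaign, cut at about 17% in these data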
Target sequence (P14735 whole entry, looked up): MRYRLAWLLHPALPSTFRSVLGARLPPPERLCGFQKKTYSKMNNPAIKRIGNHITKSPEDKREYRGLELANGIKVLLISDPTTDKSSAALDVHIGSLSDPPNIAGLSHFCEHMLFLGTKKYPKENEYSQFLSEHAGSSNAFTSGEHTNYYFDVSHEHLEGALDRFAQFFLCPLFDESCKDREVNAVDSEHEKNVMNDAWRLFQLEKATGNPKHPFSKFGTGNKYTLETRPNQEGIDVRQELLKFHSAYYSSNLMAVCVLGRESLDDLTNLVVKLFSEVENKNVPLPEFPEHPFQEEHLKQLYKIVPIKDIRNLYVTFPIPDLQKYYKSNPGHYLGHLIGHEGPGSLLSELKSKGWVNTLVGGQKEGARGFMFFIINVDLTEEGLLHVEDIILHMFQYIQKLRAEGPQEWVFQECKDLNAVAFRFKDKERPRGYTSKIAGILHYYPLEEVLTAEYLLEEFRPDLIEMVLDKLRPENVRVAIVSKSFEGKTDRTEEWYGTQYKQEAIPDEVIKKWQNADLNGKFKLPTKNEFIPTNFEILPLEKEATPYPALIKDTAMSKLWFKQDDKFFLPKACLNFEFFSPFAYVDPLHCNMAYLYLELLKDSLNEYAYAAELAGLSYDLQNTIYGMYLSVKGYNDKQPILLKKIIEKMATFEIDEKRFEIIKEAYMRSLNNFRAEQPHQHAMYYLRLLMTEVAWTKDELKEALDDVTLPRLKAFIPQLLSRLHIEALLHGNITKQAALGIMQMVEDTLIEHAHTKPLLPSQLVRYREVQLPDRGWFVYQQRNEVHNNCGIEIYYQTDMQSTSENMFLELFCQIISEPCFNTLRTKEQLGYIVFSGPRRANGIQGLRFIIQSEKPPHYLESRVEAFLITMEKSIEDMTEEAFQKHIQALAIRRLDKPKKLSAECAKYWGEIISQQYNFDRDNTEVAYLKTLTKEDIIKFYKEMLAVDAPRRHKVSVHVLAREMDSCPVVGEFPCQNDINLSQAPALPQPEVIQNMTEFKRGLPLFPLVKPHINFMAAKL
M18AAP inhibitor: PfM18AAP enzyme inhibition; AID 1822; 290,000 tested, 1.2% active; inhibition, % at 7.35 µM; recombinant PfM18AAP, H-Glu-NHMec fluorogenic cleavage;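 active = inhibition above the campaign mean inhibition over all tested compounds plus 3 SD, cut at about 28% in these data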;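 note: 0% = plate median of test compound wells and 100% = 2 mM ZnCl2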
p-CIP stab down: p/CIP protein destabilization | Q05BA5 | F442A p/CIP-EGFP cells, EGFP fluorescence, 16 h | decrease of EGFP signal, % at 10 µM | 290,000 tested, 0.01% active | AID 1984;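 active = EGFP signal decrease of at least 30% at 10 µM or well 3 SD below plate mean, unless failing retest; inactive = the rest, including hits failing retest or dose response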; note: some compounds called inactive have numbers as strong as hits; many of its hits are not listed in these tables
MEKK2 mut-MEK5: signal of MEK5 binding to mutant human MEKK2 PB1 domain. percent response, % at 10 µM. AID 1530. 290,000 tested, 0.35% active. bead flow cytometry, Alexa488-MEK5 binding to MEKK2 mutant; in the data active = percent response above about 24%, passing the limit was not always enough; note: inactives centre near 1; some results filed as inactive read as strong as hits; reference of the scale not given here
UBC9 SUMO inh: SUMOylation inhibition. 290,000 tested, 0.36% active. AID 2006. inhibition, % at 35 µM. P63279. HTRF SUMOylation assay, SAE1/SAE2 + UBC9, in vitro; in the data active = inhibition above about 50%, passing the limit was not always enough; note: strong numbers were not always called active
NALP1 yeast inh: blocks the NALP1 inflammasome reconstituted in yeast; 280,000 tested, 0.61% active; inhibition, % at 10 µM; S. cerevisiae NALP1/ASC/caspase-1 growth, X-gal OD620, 72 h; in the data active = inhibition mostly above about 24%, no sharp cut-off; inactive = mostly below about 32%; note: some compounds called inactive have numbers as strong as hits
IDE cell inh: inhibits human insulin-degrading enzyme in HEK cells; 320,000 tested, 0.41% active; FAbetaB cleavage, fluorescence polarization; AID 434962; P14735; inhibition, % at 5.59 µM;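 active = percent inhibition above the average of all tested compounds plus 3 SD, set per screening campaign, cut at about 16% in these data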;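 note: IDE supplied by intact live HEK cells; FP after avidin binding of uncleaved biotin substrate so inhibition keeps polarization high; 0% = DMSO wells and 100% = 60 µM reference IDE inhibitor Ii1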
MEKK2wt PB1 HTS: raises or lowers MEK5 binding to wildtype human MEKK2 PB1 domain. 290,000 tested, 1.1% active. AID 1531. binding response (% of control), % at 10 µM. bead flow cytometry, Alexa488-MEK5 binding to MEKK2 WT; actives lie on both sides; in the data active = binding response below about 67% or above about 130%
MEKK3 PB1 HTS: raises or lowers MEK5 binding to the human MEKK3 PB1 domain; AID 1529; bead-based flow cytometry, Alexa488-MEK5 binding to MEKK3; actives lie on both sides; 0 = blocked by unlabeled MEK5, 100 = vehicle; 290,000 tested, 1.4% active; Q99759; binding response (% of control), % at 10 µM;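 active = binding response more than 3 SD above or below the average of its plate-row segment, actives on both sides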;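 note: Alexa488 bead fluorescence after subtracting the streptavidin-only scavenger bead signal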
An asterisk follows results filed as active; . = not tested or not shown. Not all compounds are listed; count on the stated rates, not on these rows.

SMILES	IDE act	M18AAP inhibitor	p-CIP stab down	MEKK2 mut-MEK5	UBC9 SUMO inh	NALP1 yeast inh	IDE cell inh	MEKK2wt PB1 HTS	MEKK3 PB1 HTS
Cc1ccc(N/N=C/c2c(C)c(C#N)c(=O)n(C)c2O)cc1C	2	20	-14	-1	32	-3	.	100	106
N#Cc1ccc(CN2CCN(C(=O)c3ccccc3)CC2)c(Cl)c1	1	0	-3	-4	26	7	-2	94	91
COc1ccc(C(=O)N2CCCC(Nc3ccc(F)cc3)C2)c(OC)c1 (stereo not given)	4	-6	-2	8	9	30*	4	109	106
CC(=O)N1CCSc2ccc(S(=O)(=O)NCc3ccc(F)cc3)cc21	-1	3	-10	6	5	7	-2	107	107
O=c1[nH]c(O)c(/C=C2\C=Nc3ccccc32)[nH]1	3	5	-11	-16	18	15	.	73	64
Cc1ccnc(NC(=O)CCNC(=O)c2ccccc2Cl)c1	4	3	-4	-1	6	5	1	98	97
O=C(N/N=C/c1ccc([N+](=O)[O-])o1)c1cn(-c2ccccc2)nc1-c1ccccc1	-4	-1	-10	0	14	28	3	104	139*
Cc1onc(-c2c(Cl)cccc2Cl)c1C(=O)n1nnc2ccccc21	.	-5	7	0	4	1	-3	97	102
COc1cccc(NC(=O)OCCN2CCN(Cc3ccccc3)CCC2=O)c1	-1	3	2	-4	0	30	-2	95	99
COc1ccc(Cl)cc1NC(=O)C1CC(c2ccccc2O)=NO1 (stereo not given)	3	-9	-9	4	16	13	-1	113	112
O=C(NCCOc1cccc(Cl)c1Cl)c1cc(-n2cnnc2)ccc1Cl	8	-4	-8	9	26	3	2	110	106
CCC(=O)NNC(=O)c1cc(COc2cc(Cl)cc(Cl)c2)on1	0	26	-4	5	8	.	3	100	101
COc1ccc(NC(=O)/C(Cl)=C(/Cl)S(=O)Cc2ccc(Cl)cc2)cn1 (stereo not given)	-15	-40	.	-5	15	-2	.	97	94
Cc1ccccc1CS(=O)(=O)c1nnc([C@H](Cc2ccccc2)NC(=O)OC(C)(C)C)o1	-3	-90	-4	4	36	13	-2	103	108
CC1=C(C(=O)Nc2ccccc2C)C(c2ccc(C)o2)NC(=S)N1 (stereo not given)	1	16	-11	5	14	23	-2	97	94
CC(C)CNC(=O)COC(=O)CCC(=O)c1ccc(Cl)cc1	-1	-3	5	-12	-1	0	3	92	96
Cc1c(C(=O)Nc2ccc(S(=O)(=O)NCC3CCCO3)cc2)cccc1[N+](=O)[O-] (stereo not given)	9	-2	-11	4	10	12	-5	100	100
Cc1cc(/C=C(\C#N)C(=O)OCC#N)c(C)n1CC(C)C	-5	-5	-3	-3	19	-16	-2	97	97
CC(=O)c1ccc(OCc2cc(C(=O)NCCc3ccc(Cl)cc3)no2)cc1	3	2	-10	5	6	2	3	101	102
CC(C)c1nc2sc3c(=O)[nH]c(=S)[nH]c3c2c2c1CCCC2	-2	-1	-1	-3	6	2	-6	86	90
CC(=O)C1=C(C)N(Cc2ccccc2)C(=O)N[C@H]1CCc1ccccc1	-1	2	10	1	6	30	6	98	108
Cc1ccc(-c2ccc(C(=O)Nc3ccccc3)o2)c2ccccc12	6	-15	-8	-6	24	23	0	89	88
N/C(=N\OC(=O)c1cccnc1)c1ccccc1Cl	-2	0	-2	5	-10	-4	2	103	100
COc1ccc(C)cc1S(=O)(=O)N1CCN(C(=O)c2ncoc2-c2cccc(F)c2)CC1	3	-11	0	-12	0	20	1	96	94
NS(=O)(=O)c1ccc(NC(=O)c2ccc(-c3ccccc3)cc2)cc1	.	-13	-2	-8	.	-17	.	94	99
Nc1nc(Nc2cccc(F)c2)nc(NCCO)c1[N+](=O)[O-]	6	-2	-4	-5	13	3	-2	90	95
Nc1ccc(C(=O)N/N=C\c2ccc(OC(=O)c3ccccc3Cl)cc2)cc1	-12	-5	-25	2	0	10	4	99	99
COC(=O)c1ccc(OCCCCN2CC(C)OC(C)C2)cc1 (stereo not given)	-1	-3	-5	3	1	-13	2	106	88
CCCN(C(=O)CSc1nnnn1-c1ccccc1OC)C1CCS(=O)(=O)C1 (stereo not given)	7	1	-2	6	0	6	1	110	108
COc1cc(C(=O)Nc2nnc(C(C)(C)C)s2)c([N+](=O)[O-])cc1OC	1	-4	-10	2	5	18	-7	103	107
Cc1nn(-c2ccccc2)nc1C(=O)NNC(=O)c1cccc2ccccc12	5	4	4	-5	-2	3	-7	101	98
CCCc1nn2c(=O)c(C(c3cccc(Cl)c3)c3c(O)nc4sc(CCC)nn4c3=O)c(O)nc2s1	-3	-12	-5	.	-24	2	6	.	.
Cc1cc(=O)n(C)c(=O)n1CCCCOc1cccc([N+](=O)[O-])c1	5	-13	-9	-1	8	39	0	101	101
CSCC[C@H](NC(=O)N1CCn2c1nc1ccccc12)C(=O)NC1CCCCC1	8	2	-6	5	.	-12	-1	106	103
Cc1ccc(-c2noc(CCC(N)=O)n2)cc1	3	3	2	-2	-20	6	4	93	95
Cc1ccc(C(=O)n2c(=S)nc3ccccn32)cc1	.	12	3	.	-19	21	.	.	.
COc1ccc(OC)c(C(=O)NC(CC(N)=O)c2ccc(NCc3ccc(F)c(F)c3)c([N+](=O)[O-])c2)c1 (stereo not given)	0	8	-2	10	6	15	-4	105	104
N=C1SCC(=O)N1c1ccccc1Cl	2	0	-8	9	-6	-1	5	111	106
CCOc1ccc(N(CC(=O)N2CCN(c3ccc(F)cc3)CC2)S(=O)(=O)c2c(C)noc2C)cc1	-3	3	-2	0	-17	5	6	95	95
CCCOc1ccc(/C=N/NC(=O)CN2CCCCC2)cc1OCC	6	-3	-4	3	11	8	-3	105	105
CCOC(=O)N1CCN(S(=O)(=O)c2cc(OCC(=O)NC3CCCCC3)c(C)cc2Cl)CC1	2	-1	-6	2	-11	23	1	99	102
CCn1cc(C(=O)O)c(=O)c2cnc(N3CCN(C(=S)NC(=O)c4ccc(F)c(F)c4)CC3)nc21	0	1	-9	-3	16	-33	-4	98	100
O=C(Nc1cc(C(F)(F)F)ccc1N1CCOCC1)c1ccc(Cl)nc1	2	3	2	6	18	17	2	103	101
COc1ccc(OC)c(/C=N\NC(=O)CC(=O)NCCc2ccccc2)c1	2	3	9	0	11	16	-1	99	104
Cc1cc(C)c2c(c1)cc(C)c1nnc(SCC(=O)Nc3ccc(S(=O)(=O)N4CCCCC4)cc3)n12	1	-2	-14	1	0	11	-2	100	101

Complete entries as entered above.
Shown for Cc1ccc(-c2noc(CCC(N)=O)n2)cc1 = IDE act = 3; M18AAP inhibitor = 3; p-CIP stab down = 2; MEKK2 mut-MEK5 = -2; UBC9 SUMO inh = -20; NALP1 yeast inh = 6; IDE cell inh = 4; MEKK2wt PB1 HTS = 93; MEKK3 PB1 HTS = 95
Shown for O=C(Nc1cc(C(F)(F)F)ccc1N1CCOCC1)c1ccc(Cl)nc1 = IDE act = 2; M18AAP inhibitor = 3; p-CIP stab down = 2; MEKK2 mut-MEK5 = 6; UBC9 SUMO inh = 18; NALP1 yeast inh = 17; IDE cell inh = 2; MEKK2wt PB1 HTS = 103; MEKK3 PB1 HTS = 101

Remaining list, next part.
SMILES	IDE act	M18AAP inhibitor	p-CIP stab down	MEKK2 mut-MEK5	UBC9 SUMO inh	NALP1 yeast inh	IDE cell inh	MEKK2wt PB1 HTS	MEKK3 PB1 HTS
O=c1ccn(CCc2c[nH]c3ccccc23)c2c1CCCC2	-12	-13	-8	-6	1	12	11	90	98
Cc1csc(Nc2nc(N)c(C(=O)Nc3cc(Cl)ccc3F)o2)n1	-1	-3	-21	7	25	11	-1	104	98
O=C1CCNc2c(Cl)cc(Cl)cc21	-2	-2	-16	-6	26	-2	1	97	94
Cn1cccc1C1C=C(c2ccc(C(C)(C)C)cc2)Nc2ncnn21 (stereo not given)	-5	.	.	1	.	.	1	103	99
COc1ccc(CN(CC(=O)NCC2CCCO2)C(=O)CNS(=O)(=O)c2ccc(C)cc2)cc1 (stereo not given)	3	-2	-11	4	15	-79	-2	107	104
CC(C)Cc1nc(N2CCCCC2)c(C#N)c2c1CCC2	9	5	-5	6	4	0	-2	112	106
NC(N)=Nc1nc(CCN2C(=O)c3ccccc3C2=O)cs1	7	-7	-37	-4	28	4	0	99	100
CCOC(=O)c1c(C)noc1-c1ccc(Br)o1	-2	-3	-5	0	9	4	3	99	104
CCn1cc([N+](=O)[O-])c(C(=O)Nc2ccc(Cn3nc(C)cc3C)cc2)n1	3	-1	1	-15	17	2	8	88	81
C=CCNC(=O)COC(=O)c1cc(S(=O)(=O)N2CCOCC2)ccc1N1CCCCC1	-2	-4	8	4	5	0	-4	104	98
Cc1cc(C)c2oc(-c3ccc(C)c(NC(=S)NC(=O)/C=C/c4ccco4)c3)nc2c1	-9	-3	-4	2	-11	30	0	94	106
O=C(O)c1cnc(-c2ccccc2)nc1C(F)(F)F	4	2	-20	2	3	-20	-5	99	103
CCOC(=O)CSc1nc2sc3c(c2c(=O)n1-c1ccc(C)cc1)CCN(C)C3	-2	-3	-9	9	5	7	.	110	106
CC1CC(C)CN(S(=O)(=O)c2ccc(NC(=S)NC(=O)c3ccccc3)cc2)C1 (stereo not given)	3	0	-24	-2	18	-6	9	92	91
O=C(Cn1ncc2c3ccccc3n(Cc3ccccc3)c2c1=O)NCc1ccccn1	-7	1	-4	-1	8	10	-10	100	100
CCN(CC)C(=O)N1CCC(NC(=O)c2ccc(C(C)(C)C)cc2)CC1	3	-7	-11	2	-22	-5	-6	106	114
COc1ccc(C2Nc3ccccc3C(=O)N2NS(=O)(=O)c2ccccc2)c(OC)c1 (stereo not given)	2	-2	-5	-6	-6	6	-8	97	99

Structures listed so far that contain fluorine (ten):
SMILES	IDE act	M18AAP inhibitor	p-CIP stab down	MEKK2 mut-MEK5	UBC9 SUMO inh	NALP1 yeast inh	IDE cell inh	MEKK2wt PB1 HTS	MEKK3 PB1 HTS
COc1ccc(C(=O)N2CCCC(Nc3ccc(F)cc3)C2)c(OC)c1 (stereo not given)	4	-6	-2	8	9	30*	4	109	106
CC(=O)N1CCSc2ccc(S(=O)(=O)NCc3ccc(F)cc3)cc21	-1	3	-10	6	5	7	-2	107	107
COc1ccc(C)cc1S(=O)(=O)N1CCN(C(=O)c2ncoc2-c2cccc(F)c2)CC1	3	-11	0	-12	0	20	1	96	94
Nc1nc(Nc2cccc(F)c2)nc(NCCO)c1[N+](=O)[O-]	6	-2	-4	-5	13	3	-2	90	95
COc1ccc(OC)c(C(=O)NC(CC(N)=O)c2ccc(NCc3ccc(F)c(F)c3)c([N+](=O)[O-])c2)c1 (stereo not given)	0	8	-2	10	6	15	-4	105	104
CCOc1ccc(N(CC(=O)N2CCN(c3ccc(F)cc3)CC2)S(=O)(=O)c2c(C)noc2C)cc1	-3	3	-2	0	-17	5	6	95	95
CCn1cc(C(=O)O)c(=O)c2cnc(N3CCN(C(=S)NC(=O)c4ccc(F)c(F)c4)CC3)nc21	0	1	-9	-3	16	-33	-4	98	100
O=C(Nc1cc(C(F)(F)F)ccc1N1CCOCC1)c1ccc(Cl)nc1	2	3	2	6	18	17	2	103	101
Cc1csc(Nc2nc(N)c(C(=O)Nc3cc(Cl)ccc3F)o2)n1	-1	-3	-21	7	25	11	-1	104	98
O=C(O)c1cnc(-c2ccccc2)nc1C(F)(F)F	4	2	-20	2	3	-20	-5	99	103

Assay outcomes: PubChem, several laboratories
